# KCNK9 inh: KCNK9 potassium channel inhibitors, primary screen, HEK293 cells, thallium flux; FluxOR thallium flux fluorescence; active compounds read low; B-score at 10 µM; 1.2% of 310,000 active;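 active means ratio B-score over 3 SD below the library mean, with starting fluorescence within 5 SD of its mean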;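 further: negative B-score means less thallium flux so channel inhibition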
# RGS4 inh: RGS4 inhibitors, primary screen, cell-based, HEK293 M3R inducible RGS4, calcium flux; Regulator of G-protein signaling 4 (Homo sapiens), P49798; Fluo-4 calcium flux; active compounds read high; triggered by carbachol at its EC20; B-score at 10 µM; 0.45% of 310,000 active; AID 463165, 2010;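 active means B-score, a plate-corrected calcium signal, over three deviations above library mean, with baseline fluorescence within five deviations of library mean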;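 further: RGS4 expression induced by doxycycline in cells with stable M3 receptor; B-score is computed from the integrated fluorescence ratio over baseline after carbachol; higher B-score means a larger calcium signal and so more RGS4 inhibition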
# Target sequence (P49798 whole entry, looked up): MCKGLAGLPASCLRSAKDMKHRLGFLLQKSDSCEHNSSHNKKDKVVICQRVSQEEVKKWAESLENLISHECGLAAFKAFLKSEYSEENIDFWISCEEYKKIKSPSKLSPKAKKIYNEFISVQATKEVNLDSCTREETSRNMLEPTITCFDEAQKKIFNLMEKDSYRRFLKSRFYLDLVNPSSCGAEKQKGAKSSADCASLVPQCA
# KCNQ1 block: inhibitors of human KCNQ1 channel, primary screen, cell-based, thallium flux, high-throughput; Potassium voltage-gated channel subfamily KQT member 1 (Homo sapiens), P51787; CHO-K1 KCNQ1, FluxOR thallium flux fluorescence; active compounds read high; B-score at 10 µM; 1.3% of 310,000 active;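 active means compounds whose thallium flux B-score, printed positive for inhibition, exceeds three library SD while starting fluorescence stays within three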;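 further: channel opened by potassium depolarization with thallium stimulus after 20 min compound exposure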
# MrgX1 agonist: agonists of human MrgX1 receptor, primary screen, HEK293 cells, Fluo-4 calcium flux; Mas-related G-protein coupled receptor member X1 (Homo sapiens), Q96LB2; Fluo-4 calcium fluorescence, agonist mode; active compounds read high; B-score at 10 µM; 0.44% of 310,000 active; AID 588627, 2011;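 active means calcium response B-score plate-corrected fluorescence ratio at least 3 library SD, with starting fluorescence B-score inside 5 SD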
# Target sequence (Q96LB2 whole entry, looked up): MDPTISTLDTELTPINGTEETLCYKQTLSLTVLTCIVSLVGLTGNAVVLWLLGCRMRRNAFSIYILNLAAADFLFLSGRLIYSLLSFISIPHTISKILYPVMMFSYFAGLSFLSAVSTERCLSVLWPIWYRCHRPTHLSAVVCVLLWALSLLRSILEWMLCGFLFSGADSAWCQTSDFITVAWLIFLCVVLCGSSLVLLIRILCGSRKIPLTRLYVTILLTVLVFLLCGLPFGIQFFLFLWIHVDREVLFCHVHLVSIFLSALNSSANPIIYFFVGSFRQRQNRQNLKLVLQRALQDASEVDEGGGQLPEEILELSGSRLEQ
#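 Assay system: stable human MrgX1 HEK293 cell line. Quantity: 15,000 cells per well. Schedule: cells plated overnight, dye loaded 0.5 h 37 °C, 0.5 h room temperature. Detection: Fluo-4 NW calcium-flux fluorescence, kinetic read. Read-out basis: peak-minus-minimum fluorescence over baseline, converted to B scores. Control set: positive and negative control wells on each plate.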
# KCNQ1 pot: potentiators or activators of KCNQ1 channel, primary screen, cell-based, thallium flux, high-throughput | 0.35% of 310,000 active | CHO-K1 KCNQ1, thallium flux FluxOR fluorescence; active compounds read high | Potassium voltage-gated channel subfamily KQT member 1 (Homo sapiens), P51787 | B-score at 10 µM;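 active means fluorescence ratio B-score, a plate-corrected score, at least three library SD, with initial intensity B-score within 5 SD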
#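 Assay system: CHO-K1 cells stably expressing KCNQ1; Medium: assay buffer with matched DMSO; Also added: K+/Tl+ depolarizing stimulus; Dosing: single dose; Timing: dye 90 min, compound 20 min, room temperature; Measured by: kinetic FluxOR thallium fluorescence, 10-s 1-Hz baseline, 110-s post-stimulus read; Read-out: peak-minus-minimum fluorescence over initial fluorescence, negative-control normalized, B-scored.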
# TMEM16A act: TMEM16A chloride channel activators or potentiators, primary screen, cell-based, HTS; B-score at 10 µM; Anoctamin-1 (Mus musculus), Q8BHY3; HEK293 TMEM16A/YFP-H148Q/I152L, iodide quench fluorescence; active compounds read low; 0.3% of 340,000 active;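 active means fluorescence-ratio B-score plate-corrected deviation score at least 3 library SD below zero, with starting fluorescence score within 5 deviations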;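 further: channel opened by trigger with iodide after compound preincubation; score built on the fluorescence ratio of max minus min over baseline; more negative score means more quench and so TMEM16A activation or potentiation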
# MrgX1 allo act: positive allosteric modulators of MrgX1, primary screen, HEK293 cells, Fluo-4 calcium flux; Mas-related G-protein coupled receptor member X1 (Homo sapiens), Q96LB2; FDSS; active compounds read high; B-score at 10 µM; 0.63% of 310,000 active; AID 588675, 2011;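 active means plate-corrected calcium response at least 3 library SD above typical, normal starting fluorescence, not activating the receptor alone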;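 further: compound read alongside a low EC10 to EC30 dose of BAM8-22 agonist; peak minus trough fluorescence over baseline measured at the second addition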
# ANO1 block: TMEM16A chloride channel inhibitors, primary screen, cell-based, HTS | Anoctamin-1 (Mus musculus), Q8BHY3 | HEK293 TMEM16A/YFP iodide influx fluorescence, ionomycin | normalized B-score (activity score, 25-100; higher = stronger inhibition) at 10 µM | 1.2% of 310,000 active | AID 588511, 2011;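 active means ratio plate-corrected score three or more library SD toward inhibition, starting fluorescence score within five deviations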;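 further: score derived from kinetic fluorescence span divided by baseline fluorescence per well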
# RGS4 pot: RGS4 potentiators or activators, primary screen, cell-based, HEK293 M3R inducible RGS4, calcium flux | carbachol calcium flux Fluo4; active compounds read low | B-score at 10 µM | 0.92% of 310,000 active;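 active means B-score of the integrated calcium signal more than 4 SD below the library mean, with starting fluorescence not abnormally high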;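 further: negative B-score means reduced calcium response which marks RGS4 activation or potentiation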
#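 Test system: HEK293 cells with stable M3R and inducible RGS4; also added: carbachol at ECmax as muscarinic agonist stimulus; schedule: dye loading 30 min 37 °C, buffer rest 30 min RT; technique: kinetic calcium fluorescence imaging with Fluo4-AM dye, 2 µM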
# hERG rescue: hERG rescue from dofetilide block, primary screen, cell-based, CHO-hERG, FluxOR thallium flux, dofetilide IC70. Voltage-gated inwardly rectifying potassium channel KCNH2 (Homo sapiens), Q12809. dofetilide IC70 present. activation (rescue from dofetilide block), less the hit threshold, % at 10 µM. 0.51% of 310,000 active. AID 1511, 2009;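 active means activation above the mean of controls blocked by dofetilide plus 5 SD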;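 further: thallium influx through hERG after potassium depolarization seen as dye fluorescence rise; in these data hits start at about 4.7%; inactives centre near -7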
# KCNK3 block: human KCNK3 channel inhibitors, primary screen, CHO cells, FluxOR thallium flux, B-score | FluxOR fluorescence; active compounds read low | B-score at 10 µM | Potassium channel subfamily K member 3 (Homo sapiens), O14649 | 0.84% of 340,000 active;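 active means B-score under library mean minus 4 SD, starting fluorescence ratio at most library mean plus 5 SD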;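 further: more negative B-score means stronger inhibition of thallium flux through KCNK3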
# Target sequence (O14649 whole entry, looked up): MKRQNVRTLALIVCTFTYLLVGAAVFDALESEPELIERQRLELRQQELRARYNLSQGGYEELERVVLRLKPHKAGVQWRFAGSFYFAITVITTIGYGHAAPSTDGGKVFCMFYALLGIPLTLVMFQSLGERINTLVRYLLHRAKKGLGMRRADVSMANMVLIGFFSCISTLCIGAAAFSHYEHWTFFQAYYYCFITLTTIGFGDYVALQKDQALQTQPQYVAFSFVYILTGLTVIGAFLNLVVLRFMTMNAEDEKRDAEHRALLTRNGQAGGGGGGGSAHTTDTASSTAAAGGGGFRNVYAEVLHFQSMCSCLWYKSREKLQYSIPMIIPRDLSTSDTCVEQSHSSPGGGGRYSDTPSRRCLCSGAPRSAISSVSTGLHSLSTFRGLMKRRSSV
# Starred values were filed as active, the others as inactive; i = inactive; / = no result given; & = joins results of further samples.
SMILES,KCNK9 inh,RGS4 inh,KCNQ1 block,MrgX1 agonist,KCNQ1 pot,TMEM16A act,MrgX1 allo act,ANO1 block,RGS4 pot,hERG rescue,KCNK3 block
Cc1cccc2c1Sc1ccc(Cl)cc1CC2N1CCNCC1 (centres undefined),i,i,9*,i,i,i,i,i,-7.6*,-21,-12*
C1CCCN(c2nc3nonc3nc2N2CCCCCC2)CC1,i,i,i,i,i,i,i,i,i,-4,i
CCN(CC)C(=S)Nc1ccc(OC)cc1,i,i,i,i,i,i,i,i,i,-5,i
Cc1ccc(CCNC(=O)C2CCC(CNc3c(N4CCC(C)CC4)c(=O)c3=O)CC2)cc1 (centres undefined),i,i,i,i,i,i,i,i,i,-11,i
CCOC(=O)c1ccccc1NC(=S)N1CCC(C(N)=O)CC1,i,i,i,i,i,i,i,i,i,-7,i
O=C(NNC(=O)c1ccccc1Cl)c1cccs1,i,i,i,i,i,i,i,i,i,-5,i
COc1ccc(-c2nc(SCC(=O)N(CC(C)C)c3c(N)n(Cc4ccccc4)c(=O)[nH]c3=O)n[nH]2)cc1,i,i,i,i,i,i,i,i,i,-2,i
O=C(Nc1ccccc1C(=O)N1CCCCCC1)c1cccc([N+](=O)[O-])c1,i,i,i,i,i,i,i,i,i,-10,i
COc1ccc(OCc2cc(C(=O)N3CCCCCCC3)no2)c(Cl)c1,i,i,i,i,i,i,i,i,i,-6,i
COc1ccc(Cc2c(O)nc(SCC(=O)N3CCOCC3)[nH]c2=O)cc1,i,i,i,i,i,i,i,i,i,-6,i
COc1ccc(S(=O)(=O)N2CCC(C(=O)Nc3ccc(F)cc3)CC2)c2cccnc12,i,i,i,i,i,i,i,i,i,-4,i
NC(=O)COc1ccc2cc(-c3ccc(F)cc3)c(=O)oc2c1,i,i,i,i,i,i,i,i,i,-1,i
O=C(CC1SC(=Nc2ccccc2F)N(CCN2CCOCC2)C1=O)Nc1ccc(F)cc1F (centres undefined),i,i,i,i,i,i,i,i,i,-16,i
CC(=O)Nc1ccc(NC(=O)COC(=O)[C@@H](NC(=O)c2ccc(F)cc2)C(C)C)cc1,i,i,i,i,i,i,i,i,i,-5,i
C/C(CC(=O)Nc1cccc2c1CCCC2)=N\NC(=O)Cc1ccccc1,i,i,i,i,i,i,i,i,i,-6,i
Cc1cc(C)c(S(=O)(=O)N2CCCCC2CCNC(=O)C(=O)NCc2ccccn2)c(C)c1 (centres undefined),i,i,i,i,i,i,i,i,i,-18,i
Cc1ccc(CNC(=O)C2CCN(c3nc(C)cc(C)n3)CC2)cc1,i,i,i,i,i,i,i,i,i,-4,i
COC(=O)C1CCC(=S)N1C(=O)c1ccccc1 (centres undefined),i,i,i,i,i,i,i,i,i,0,i
COc1ccc(CCNC(=O)CS(=O)Cc2nc(-c3ccc(C)cc3)oc2C)cc1OC (centres undefined),i,i,i,i,i,i,i,i,i,-3,i
CC(=O)N1CCN(C(=O)c2cccc(S(=O)(=O)N3CCN(c4ccc(F)cc4)CC3)c2)CC1,i,i,i,i,i,i,i,i,i,-14,i
O=C(COC(=O)c1cccc([N+](=O)[O-])c1)Nc1ccc(Cl)cn1,i,i,i,i,i,i,i,i,i,-15,i
COC(c1ccccc1)c1nnc(CCC(=O)NCc2ccc3ncccc3c2)o1 (centres undefined),i,i,i,i,i,i,i,i,i,-8,i
C/C(=N/NC(=O)c1ccc(Br)o1)c1cccc(NC(=O)c2ccc(C)o2)c1,i,i,i,i,i,i,i,i,i,-16,i
Cc1c(Br)c([N+](=O)[O-])nn1CC(=O)NCC1CCCO1 (centres undefined),i,i,i,i,i,i,i,i,i,-5,i
COc1ccccc1-c1nc(-c2ccccc2)nc(N2CCN(C)CC2)c1C#N,i,i,i,i,i,i,i,i,i,-17,i
# (cont.)
SMILES,KCNK9 inh,RGS4 inh,KCNQ1 block,MrgX1 agonist,KCNQ1 pot,TMEM16A act,MrgX1 allo act,ANO1 block,RGS4 pot,hERG rescue,KCNK3 block
COc1cc(NC(=O)c2ccccc2)c(OC)cc1NC(=O)CN1CCCCC1,i,i,i,i,i,i,i,i,i,-8,i
Cc1cc(C)nc(NC(=O)CN2C(=O)c3ccccc3C2=O)n1,i,i,i,i,i,i,i,i,i,-13,i
O=C(O)CC1(CC(=O)Nc2cc(C(F)(F)F)cc(C(F)(F)F)c2)CCCCC1,i,i,7*,i,i,i,i,i,i,-8,i
O=C(NC(C(=O)NCCN1CCOCC1)C12CC3CC(CC(C3)C1)C2)C1CCCCC1 (centres undefined),i,i,i,i,i,i,i,i,i,-6,i
Cc1ccc(-c2csc3nnc(SCC(=O)Nc4nsc(-c5ccccc5)n4)n23)cc1,i,i,i,i,i,i,i,i,i,-5,i
CC(=O)N1CCN(C(=S)c2ccc(N(C)C)cc2)CC1,i,i,i,i,i,i,i,i,i,0,i
Cc1ccc2c(cnn2C(=O)CCC(=O)NC2CCCCC2)c1,i,i,i,i,i,i,i,i,i,-8,i
COc1ccc(S(=O)(=O)Nc2ccc3c(c2)OCO3)cc1OC,i,i,i,i,i,i,i,i,i,-3,i
O=C(NC(C1CC1)C1CC1)C1CCC(=O)N(CCCN2CCCC2=O)C1 (centres undefined),i,i,i,i,i,i,i,i,i,-4,i
CCn1ccc(C(=O)Nc2c(C)nn(Cc3c(F)c(F)c(F)c(F)c3F)c2C)n1,i,i,i,i,i,i,i,i,i,-6,i
Clc1cccc(Cl)c1CSc1cc2c(nn1)-c1ccccc1CC2,i,i,i,i,i,i,i,i,i,-21,i
CN1C(=O)c2ccccc2C(C(=O)NCCCN2CCCC2)C1c1c[nH]c2ccccc12 (centres undefined),i,i,i,i,i,i,i,i,i,-3,i
Cc1ccc(NS(=O)(=O)c2ccc(Br)cc2)nc1,i,i,i,i,i,i,i,i,i,-5,i
O=C(N1CCOCC1)C1(S(=O)(=O)c2ccccc2)CC=CC1,i,i,i,i,i,i,i,i,i,-4,i
CCOC(=O)N1CCN(C(=O)COC(=O)Cc2ccc(OC)cc2)CC1,i,i,i,i,i,i,i,i,i,-2,i
COc1cc(/C=N/n2c(-c3ccc4c(c3)NC(=O)CO4)csc2=Nc2cccc(C)c2)ccc1O,i,i,i,i,i,i,i,i,i,-3,i
Cc1nc(-c2ccc(NC(=O)/C=C\C(=O)O)cc2)cs1,i,i,i,i,i,i,i,i,i,-2,i
COc1ccc(C(=O)Nc2ccnn2C2CCN(Cc3ccc4nonc4c3)CC2)cc1,i,i,i,i,i,i,i,i,i,-8,i
O=C(CSc1ncc(C(F)(F)F)cc1Cl)N1CCN(S(=O)(=O)c2ccc3ccccc3c2)CC1,i,i,i,i,i,i,i,i,i,-13,i
C#CC(C)(C)NC(=O)c1ccccc1OC,i,i,i,i,i,i,i,i,i,-8,i
COc1ccc(S(=O)(=O)N(C)CC(=O)NC2CCCC2)cc1Cl,i,i,i,i,i,i,i,i,i,-2,i
CCN(c1ccc(NC(=O)c2cccc(S(=O)(=O)N3CCN(C)CC3)c2)cc1)C(C)C,i,i,i,i,i,i,i,i,i,-8,i
Cc1ccc(NC(=S)N(CCN(C)C)Cc2cccs2)cc1,i,i,i,i,i,i,i,i,i,-18,i
COc1ccc(CCNC(=S)N2CCN(S(=O)(=O)c3ccc(Cl)cc3)CC2)cc1,i,i,i,i,i,i,i,i,i,-3,i
CC(NC(=O)NC1CCCCC1)C(c1cccs1)N1CCN(Cc2ccccc2)CC1 (centres undefined),i,i,i,i,i,i,i,i,i,-10,i
# The list continues.
SMILES,KCNK9 inh,RGS4 inh,KCNQ1 block,MrgX1 agonist,KCNQ1 pot,TMEM16A act,MrgX1 allo act,ANO1 block,RGS4 pot,hERG rescue,KCNK3 block
CN(C)c1ccc(N=C/C=C2/N(C)c3ccccc3C2(C)C)cc1,i,i,6*,/,i,i,/,/,i,-19,i
O=C(Cc1cccc2ccccc12)N/N=C/c1ccncc1,i,i,i,i,i,i,i,i,i,-5,i
CN1CCCc2cc3c(C(F)(F)F)cc(=O)oc3nc21,i,i,11*,i,i,i,i,i,-8*,-23,i
COc1ccccc1C1OC(c2cccc([N+](=O)[O-])c2)=NN1C(C)=O (centres undefined),i,i,i,i,i,i,i,i,i,-11,i
Cc1ccc(OCC(=O)Nc2cc(-c3nn4c(C)nnc4s3)ccc2C)cc1,i,i,i,i,i,i,i,i,i,-10,i
COc1ccnc(Oc2ccccc2)n1,i,i,i,i,i,i,i,i,i,-9,i
C1CC1Cc1noc(CN2CCN(CC3CC3)CC2)n1,i,i,i,i,i,i,i,i,i,-13,i
COc1cc(CN2CCC(CO)(CCOc3ccccc3)CC2)cc(OC)c1OC,i,i,i,i,i,i,i,i,i,-6,i
CC1CCCC(C)N1C(=O)COC(=O)C1CCN(S(=O)(=O)c2ccc3c(c2)OCCO3)CC1 (centres undefined),i,i,i,i,i,i,i,i,i,-6,i
OC(COc1cccc(OCC(O)CN2CCOCC2)c1)CN1CCOCC1 (centres undefined),i,i,i,i,i,i,i,i,i,-2&-1,i
O=C(Nc1ccc(S(=O)(=O)Nc2ncccn2)cc1)c1ccc(F)c(S(=O)(=O)N2CCOCC2)c1,i,i,i,i,i,i,i,i,i,-10,i

# Screens: PubChem BioAssay, Johns Hopkins Ion Channel Center
